IMPase Li inh = IMPase inhibition in cells with lithium potentiation | Potency, µM (highest dose often 59.4 µM), inactives show top-dose activity, negative = IMPase inhibition, usual class: inhibitors | 210,000 tested, 0.35% active | CHO-M1 cells, IP1 TR-FRET (IP-One), carbachol + lithium;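 further: IP1 builds up when IMPase is blocked and the TR-FRET signal falls; potency means the concentration at half of the fitted maximal effect; plate controls were basal vehicle for no effect and high inhibitor control for full effect; nearly all actives have a fitted effect of over 50% in size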
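Readout is a homogeneous TR-FRET IP1 immunoassay (Ex 320, Em 665 and 620), where raised cytosolic IP1 lowers signal. Cells were CHO-M1 treated 30 min at 37C with test compounds plus a little lithium; AC50 values came from Hill-equation fitting.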
aGal spleen mod = inhibitors or activators of human alpha-galactosidase in spleen homogenate; AID 2107; 240,000 tested, 0.008% active; Potency, µM (titrated, usually from 80 µM), for inactives: at the top dose activity change, negative = inhibition, hits mostly inhibitors; human spleen homogenate, 4MU-alpha-Gal fluorescence, 40 min;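 further: potency means the concentration at half of the fitted maximal effect; 0% = enzyme with vehicle and -100% = no enzyme basal signal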
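Inhibition or activation of alpha-galactosidase in human spleen homogenate is scored by 4-MU fluorescence after 40 min at 37C, pH 5.0, with 1 mM substrate. AC50s come from concentration-response fitted to the Hill equation.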
NPSR antagonist = blocks cAMP signaling of the human neuropeptide S receptor. Q6W5P4. CHO-NPSR cells, cAMP TR-FRET, antagonist mode. Potency, µM (top dose mostly 38.3 µM), without a hit: at the highest dose activity change, negative = inhibition, hits mostly inhibitors. 220,000 tested, 1% active. AID 1461; further: potency means the concentration at half of the fitted maximal effect; on the % scale 0 is the no-effect control and ±100 the full control effect; nearly all actives have a fitted effect of over 50% in size; many of its hits are not listed in these tables
Target sequence (Q6W5P4 whole entry, looked up): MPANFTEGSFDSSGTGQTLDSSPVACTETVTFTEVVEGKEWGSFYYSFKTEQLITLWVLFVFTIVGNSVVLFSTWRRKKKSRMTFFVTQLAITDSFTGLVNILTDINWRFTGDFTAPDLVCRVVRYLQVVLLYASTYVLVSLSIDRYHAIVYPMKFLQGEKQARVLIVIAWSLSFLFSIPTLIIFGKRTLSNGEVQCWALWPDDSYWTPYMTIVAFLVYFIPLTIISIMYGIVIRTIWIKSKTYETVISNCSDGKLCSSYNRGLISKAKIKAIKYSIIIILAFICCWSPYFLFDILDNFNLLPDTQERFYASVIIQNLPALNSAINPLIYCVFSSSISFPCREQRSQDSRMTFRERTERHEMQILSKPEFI
Epigenetic reg = epigenetic control regulation, reporter derepression; murine LDR cells, GFP reporter derepression, 30 h; Potency, µM (series often up to 53.9 µM), without a hit: at the top dose GFP activation, hits mostly activators; 280,000 tested, 0.2% active; further: potency means the concentration at half of the fitted maximal effect; % of control where 0% means no effect; nearly all actives have a fitted effect of over 60% in size
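Derepression of a silenced CMV-GFP reporter in murine LDR cells is scored by enumerating GFP-positive cells with a laser-scanning microplate cytometer after 30 hours of treatment at 37 C.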
LMNA splice mod = changes lamin A minigene splicing in HeLa cells; 200,000 tested, 0.01% active; Potency, µM (top dose mostly 46.1 µM), without a hit: at the highest dose ratio change, negative = inhibition, most hits filed as inhibitors; AID 1487; HeLa LMNA splicing GFP/RFP minigene ratio, 48 h; active means well fitted inhibition curve with a large enough effect in the signal ratio, with a control signal flat, not every such curve was filed as active; inconclusive means small, poorly fitted or top-dose-only effect, or effect the other way, or a change in a side signal; the % refers to the signal ratio; further: potency means the concentration at half of the fitted maximal effect; on the % scale 0 is the no-effect control and ±100 the full control effect
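Read-out is the ratio of GFP to DsRed2 object intensity, acquired by 488 nm laser-scanning cytometry on HeLa lamin A-EGFP minigene reporter cells. Compound incubation 48 hrs at 37 °C in Opti-MEM with 2% FBS; DMSO 0.5% final.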
CBFb RUNX1 block = CBF-beta/RUNX1 interaction disruption; AlphaScreen CBFb-His/RUNX1-biotin binding, biochemical; Potency, µM (doses to about 59.8 µM), inactives show at the highest dose activity, negative = inhibition, hits mostly inhibitors; 230,000 tested, under 10 active; further: % of control where 0% means no effect
Target sequence (Q01196 whole entry, looked up): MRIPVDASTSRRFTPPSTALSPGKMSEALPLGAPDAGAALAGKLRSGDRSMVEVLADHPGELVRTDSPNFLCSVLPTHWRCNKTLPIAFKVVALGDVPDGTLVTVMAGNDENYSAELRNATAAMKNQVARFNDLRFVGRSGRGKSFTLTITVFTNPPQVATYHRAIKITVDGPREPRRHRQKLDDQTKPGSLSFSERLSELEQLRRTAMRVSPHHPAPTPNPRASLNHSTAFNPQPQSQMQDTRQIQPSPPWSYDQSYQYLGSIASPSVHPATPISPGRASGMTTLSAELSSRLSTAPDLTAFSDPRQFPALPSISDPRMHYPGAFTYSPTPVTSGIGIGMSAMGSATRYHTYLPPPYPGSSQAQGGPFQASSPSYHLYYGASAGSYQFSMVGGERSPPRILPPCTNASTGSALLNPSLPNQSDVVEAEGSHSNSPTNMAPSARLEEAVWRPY
Target sequence (Q13951 whole entry, looked up): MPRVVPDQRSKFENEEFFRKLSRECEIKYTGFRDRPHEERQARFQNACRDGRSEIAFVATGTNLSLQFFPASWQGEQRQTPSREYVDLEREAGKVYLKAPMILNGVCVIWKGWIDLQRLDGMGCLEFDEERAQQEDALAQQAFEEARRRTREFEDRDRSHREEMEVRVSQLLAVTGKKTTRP
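CBF-beta (His) and RUNX1 (biotin), 30 nM each; 20 min preassociation; + compound, 15 min; + beads 50 ng each (Ni, streptavidin), 90 min; RT; AlphaScreen read.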
KinaseGlo FLuc = blocks Kinase-Glo luciferase, a counter-screen artifact; Potency, µM (highest dose often 38.3 µM), inactives show at the top dose activity change, negative = inhibition, hits mostly inhibitors; Kinase-Glo luciferase, ATP luminescence, 8 min; AID 1379; Q27757; 200,000 tested, 0.28% active; further: potency means the concentration at half of the fitted maximal effect; on the % scale 0 is the no-effect control and ±100 the full control effect; nearly all actives have a fitted effect of over 60% in size
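Compounds were added to a substrate mix at pH 7.2 (50 mM imidazole, 10 uM ATP, within the enzyme's linear range), followed by Kinase-Glo detection reagent; luminescence was measured after 8 minutes at ambient temperature.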
The depositor's hits bear a star; ? = inconclusive; . = no result given; & = joins results of further samples; [ ] = dose if it differs, or a comment. Unless noted, the call rests on the fitted dose curve; in most records, active means well fitted curve in the direction sought with a large enough effect; inconclusive means small, poorly fitted or top-dose-only effect, or another doubt; inactive means no such curve, though single readings can be large; an effect the other way counts as inactive or inconclusive. Not all compounds are listed; count on the stated rates, not on these rows.

Every second line gives: IMPase Li inh | aGal spleen mod | NPSR antagonist | Epigenetic reg | LMNA splice mod | CBFb RUNX1 block | KinaseGlo FLuc
O=C(NN=C1CCN(Cc2ccccc2)CC1)c1cc(Br)ccc1O
 : -2% | 0% | -19% | 2.4% | . | -9% | 0%
O=C(CCCC(=O)OCC(=O)c1cccs1)Nc1ccc(Oc2ccccc2)cc1
 : -11%[38.3 µM] | -9% | -16%[46.1 µM] | 10% | 6% | -3% | -3%
Cc1cc(C)c2cc3c(N)c(C(=O)N4CCOCC4)sc3nc2c1
 : 4% | 1% | 32% | 0.1% | -2%[46 µM] | 1% | -4%
O=c1nc2n(c3ncccc13)CCCCC2
 : 5% | 4% | 1% | -1.7% | -14%[46 µM] | 19% | -2%
COC(=O)c1cc(NC(=O)c2ccc([N+](=O)[O-])cc2)c(=O)oc1C
 : 4% | -7% | 1% | -0.8% | -2%[46 µM] | -3% | 0%
COC(=O)Cc1cc(=O)[nH]c(/N=C(\N)Nc2ccc(C)cc2C)n1
 : -7%[38.3 µM] | 12% | -12%[46.1 µM] | -0.9% | 9% | 3% | -2%
CN(c1ccccc1)S(=O)(=O)c1cccc(C(=O)NCCc2ccc(O)c(O)c2)c1
 : 10% | -13% | -33% | ? | -24%[46 µM] | -18% | 7%
CCOC(=O)c1c(CN2CCCCC2)oc2ccc(OC)cc12
 : 5%&29%[38.3 µM] | 6%&1% | -4%&0%[46.1 µM] | -0.2%&0.1% | 9%&0% | 8%&6% | 1%&0%
O=C(Nn1c(=O)[nH]c2ccccc2c1=O)c1ccco1
 : 12%[38.3 µM] | 1% | 5%[46.1 µM] | -0.7% | -6% | 4% | 1%
CCC(=O)c1ccc(OCCn2cnc3ccccc32)cc1
 : 18% | -2% | 3% | 1.1% | 25%[46 µM] | 0% | -1%
O=C(N/N=C/c1ccc2cccnc2c1)c1ccco1
 : -5% | 9% | -19% | 0.0% | . | -2% | .
Cc1ccc(NC(C)C(=O)N/N=C/c2ccc([N+](=O)[O-])s2)cc1 (centres undefined)
 : 4% | 4% | -22% | -1.5% | ? | -15% | 3%
CC(C)CC(NC(=O)C1CCC(C)CC1)C(=O)NCc1ccccn1 (centres undefined)
 : -6%[38.3 µM] | 2% | 0%[46.1 µM] | -9.2% | 1% | 2% | 6%
COc1cc(NC(=O)c2ccccc2[N+](=O)[O-])ccc1NC(=O)C(C)C
 : . | 4% | 6%[46.1 µM] | -0.9% | -2% | 2% | .
c1csc(-c2cn3c(n2)SCC3)c1
 : -6%[38.3 µM] | 2% | -2%[46.1 µM] | -0.9% | -6% | -10% | 1%
CCCc1c(C(=O)Nc2cc(C)on2)cnn1-c1ccccc1
 : . | -10% | 6% | 4.8% | . | -2% | .
C=C(C)C1CC=C(C)/C(=N/NC(=O)COc2ccc(C)cc2)C1 (centres undefined)
 : 0% | 3% | -16%[46.1 µM] | -1.2% | -4% | 8% | 2%
O=C(CN1CCN(c2ccccn2)CC1)NC(=O)NC1CCCCC1
 : -13%[38.3 µM] | -8% | -14%[46.1 µM] | -0.2% | 9% | 6% | 0%
Cc1nc2sc(C(c3ccco3)N3CC(C)OC(C)C3)c(O)n2n1 (centres undefined)
 : -4%[38.3 µM] | -20% | -13%[46.1 µM] | -1.1% | 5% | 7% | -2%
O=C(Nc1cccc(NC(=O)c2ncn[nH]2)c1)c1cccc(Cl)c1
 : -13% | 4% | -8% | -6.3% | -19%[46 µM] | 9% | -3%
Cc1c(C(=O)C(=O)NCc2ccco2)c2ccccc2n1C
 : -2% | 3% | 12% | -7.8% | . | 12% | 0%
COc1ccc(-c2nc3ccccc3c(=O)n2CCOc2c(C)cccc2C)cc1
 : 6% | 19% | -1% | -1.3% | -8% | 14% | 0%
O=C(N/N=C/c1ccc([N+](=O)[O-])o1)c1cccc(S(=O)(=O)N2CCOCC2)c1
 : -3% | -5% | -17% | -0.5% | ? | 4% | -1%
COC(=O)c1cc(=O)n2c(sc3ccccc32)c1C#N
 : . | 8% | -10% | -0.7% | . | 11% | .
CCc1cccc(CC)c1N(COC)C(=O)Cn1ccccc1=N
 : 6%[38.3 µM] | -4% | 4%[46.1 µM] | 0.0% | -3% | 2% | -4%
CNCC(O)COc1ccccc1 (centres undefined)
 : 27%[38.3 µM] | 4% | 0%[46.1 µM] | 1.0% | 22% | 3% | -3%
CC(C)(C)NC(=O)NC(=O)COC(=O)c1ccc(OC(F)F)cc1
 : 5% | 5% | 10% | -1.2% | 1% | -1% | 3%
CCOC(=O)C1(O)CSc2nc3sc(C(=O)O)c(C)c3c(=O)n21 (centres undefined)
 : 8%[38.3 µM] | 7% | -6%[46.1 µM] | -2.1% | -1% | 5% | 0%
Oc1ccc(N=Cc2ccc(OCc3ccccc3)cc2)cc1
 : 11% | -3% | 27% | ? | ? | -23% | -6%
O=C1C(N2CCOCC2)=C(n2nnc3ccccc32)C(=O)c2ccccc21
 : 64%[activator][38.3 µM] | 0% | ? | -6.0% | ? | ? | -17%
COc1cc(-c2nnn(CC#N)n2)ccc1OCc1ccccc1
 : 4%[38.3 µM] | 2% | -8%[46.1 µM] | 5.7% | 22% | -5% | -2%
Cc1ccc(C(=O)N2CCN(c3ccccc3Cl)CC2)cc1[N+](=O)[O-]
 : 6% | 4% | -21% | -0.4% | 4%[46 µM] | -20% | -4%
CCOCCCNC(=S)N(Cc1ccco1)Cc1cc2cc3c(cc2[nH]c1=O)OCCO3
 : 5% | 0% | 30% | 0.1% | ? | 4% | -1%
COc1cccc(/C=N/Nc2cc(C)nc(-c3ccccc3O)n2)c1O
 : 22% | -9% | ? | 1.4% | ? | -6% | -1%
COC(=O)C(C)Sc1nnc(SC(C)C(=O)OC)s1 (centres undefined)
 : 25%[38.3 µM] | 3% | -16%[46.1 µM] | 2.0% | 2% | -2% | -6%
CC1CCCN(Cc2c(O)ccc3c(=O)c(-c4nc5ccccc5s4)c(N)oc23)C1 (centres undefined)
 : 11%[38.3 µM] | 8% | -28%[46.1 µM] | -1.1% | ? | -1% | -6%
COc1ccccc1C(=O)NCC(=O)N/N=C/c1cc(Br)ccc1OC(=O)/C=C\c1ccco1
 : 2% | -3% | -32% | 6.6% | ? | -14% | 3%
COc1ccc(NS(=O)(=O)c2cc(NC(=O)CC3CCCC3)ccc2N2CCOCC2)cc1
 : 3% | -5% | -53% | 1.1% | 3%[46 µM] | 8% | 4%
CCC(=O)OCC(=O)C1(OC(=O)CC)C(C)CC2C3C(Cl)CC4=CC(=O)C=C[C@@]4(C)C3C(O)C[C@@]21C (some centres undefined)
 : 21% | 4% | . | -0.5% | . | 13% | 0%
COC(=O)c1cccc(NC(=O)CSc2nc(O)c(-c3ccccc3)c(=O)[nH]2)c1
 : -1% | 3% | 11% | 1.7% | 7%[46 µM] | -19% | 2%

Record cards (already shown). Screens in order: IMPase Li inh, aGal spleen mod, NPSR antagonist, Epigenetic reg, LMNA splice mod, CBFb RUNX1 block, KinaseGlo FLuc
`Oc1ccc(N=Cc2ccc(OCc3ccccc3)cc2)cc1` as listed: 11%, -3%, 27%, ?, ?, -23%, -6%
`Cc1ccc(C(=O)N2CCN(c3ccccc3Cl)CC2)cc1[N+](=O)[O-]` as listed: 6%, 4%, -21%, -0.4%, 4%[46 µM], -20%, -4%

(cont.)
Every second line gives: IMPase Li inh | aGal spleen mod | NPSR antagonist | Epigenetic reg | LMNA splice mod | CBFb RUNX1 block | KinaseGlo FLuc
CCS(=O)(=O)N1CCN(c2c(Cl)cccc2[N+](=O)[O-])CC1
 : 3%[38.3 µM] | 1% | -3%[46.1 µM] | -1.4% | 7% | 0% | -2%
COc1cc(OC)c(OC)cc1CNCCNC(=O)c1nonc1N
 : -10%[38.3 µM] | 5% | -12%[46.1 µM] | 3.3% | 3% | 5% | -4%
O=C(Nc1ccc(Cl)cn1)c1ccc2ccccc2n1
 : 8%[38.3 µM] | 7% | -5%[46.1 µM] | -3.1% | 8% | 8% | -9%
Cc1ccc(N(C(=O)Cc2cccs2)C(C(=O)NC2CCCC2)c2ccncc2)cc1 (centres undefined)
 : 8% | -1% | 25% | 9.9% | . | 8% | -5%
OCc1cc(CO)c(O)c(CCc2ccccc2)n1
 : 13%[38.3 µM] | 2% | -8%[46.1 µM] | -1.0% | -5% | -1% | -4%
COc1ccc(CC2(CO)CCN(Cc3cccc(OC)c3OC)CC2)cc1
 : 18% | 2% | -15% | -3.9% | 1%[46 µM] | 6% | 5%
CC(NC(=O)CC(O)(C(F)(F)F)C(F)(F)F)c1ccccc1 (centres undefined)
 : 21%[38.3 µM] | 2% | -1%[46.1 µM] | -1.0% | -1% | 7% | 3%
CC(C)c1ccc(C(=O)NCCCN2CCN(CCCNC(=O)c3ccc(C(C)C)cc3)CC2)cc1
 : 14% | 10% | 8% | 0.1% | ? | 5% | 6%
O=C(COC(=O)[C@@H]1CC(O)CN1S(=O)(=O)c1ccc2c(c1)OCCO2)Nc1ccccc1F (some centres undefined)
 : -4% | -10% | 2% | 0.0% | ? | 20% | 1%
CSc1ccccc1C(=O)Nc1cc(C)ccc1C
 : 8% | -3% | 1% | 2.6% | -7%[46 µM] | 7% | 0%
CCCCc1ccc(CC(=O)O)cc1
 : -25%[38.3 µM] | 2% | -14%[7.67 µM] | 7.1% | 0% | 28% | -1%
COCCN(CCOC)c1nc(C)nc2c1nc(-c1ccccc1)n2CCCN1CCCCC1C (centres undefined)
 : 13% | -2% | . | -2.3% | . | 14% | 0%
CCN(CC)c1ncnc2c1cnn2C
 : 8%[38.3 µM] | -5% | 5%[46.1 µM] | 0.0% | -4% | 0% | 2%
COc1ccc(NC(=S)Nc2cc(S(=O)(=O)N3CCCCC3)ccc2OC)cc1
 : 5% | 3% | -14% | -1.3% | -14% | -8% | -1%
COc1cccc(N2CCN(C(=O)CN(c3ccc(C)cc3)S(=O)(=O)c3c(C)n[nH]c3C)CC2)c1
 : 4%[38.3 µM] | 7% | -25%[46.1 µM] | 0.8% | -4% | -5% | -5%
CCOC(=O)C1=C(N)OC2=C(C(=O)CCC2)C1c1cccnc1 (centres undefined)
 : -10%[38.3 µM] | 1% | 13%[46.1 µM] | 0.8% | 0% | -14% | 1%
Cc1ccc2cc(/C=C3\N=C(c4ccccc4)OC3=O)c(N3CCOCC3)nc2c1
 : -5%[38.3 µM] | -16% | -14%[46.1 µM] | 0.0% | 13% | 3% | -6%
COC(=O)c1ccsc1NC(=O)c1ccccc1
 : 4% | 9% | 6% | -0.5% | 14%[9.22 µM] | 28% | 2%
